Bioassay records from PubChem BioAssay.
OX1R antag-1 = antagonists of human orexin 1 receptor. O43613. CHO/OX1R cells, Fluo-8 calcium fluorescence, orexin A. inhibition, % at 5 µM. hit rate 0.43% among 330,000. AID 434989;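 active = inhibition above its plate's threshold, mean inhibition of all tested compounds on the plate plus 3 SD, cut at about 37% in these data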;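 also: 0% = orexin A challenge wells and 100% = SB-334867-A antagonist wells; not every result past the cut was called active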
Target sequence (O43613 whole entry, looked up): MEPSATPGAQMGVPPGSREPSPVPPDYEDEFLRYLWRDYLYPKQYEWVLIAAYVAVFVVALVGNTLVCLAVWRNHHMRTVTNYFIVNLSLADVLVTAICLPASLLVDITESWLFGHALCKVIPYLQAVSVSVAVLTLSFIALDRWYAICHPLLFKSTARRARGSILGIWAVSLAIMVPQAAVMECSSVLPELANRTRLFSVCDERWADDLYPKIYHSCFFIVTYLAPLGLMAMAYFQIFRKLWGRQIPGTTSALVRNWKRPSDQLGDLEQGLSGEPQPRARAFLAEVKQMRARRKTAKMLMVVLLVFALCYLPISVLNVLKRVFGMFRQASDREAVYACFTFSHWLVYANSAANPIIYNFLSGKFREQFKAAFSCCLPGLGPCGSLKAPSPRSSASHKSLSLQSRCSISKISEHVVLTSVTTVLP
OX1R antag-2 = antagonists of human orexin 1 receptor (OX1R) | O43613 | OX1R-expressing cells, FRET antagonist read-out | inhibition, % at 6.6 µM | hit rate 1.8% among 330,000 | AID 485270; in the data active = inhibition mostly above about 38%, no sharp cut-off; inactive = mostly below about 40%;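 also: 0% = agonist challenge alone and 100% = reference antagonist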
* = called active by the depositor.

Structure	OX1R antag-1	OX1R antag-2
NS(=O)(=O)c1ccc(-c2ccc(/C=N/Nc3ccc(C(=O)O)cc3)o2)cc1	-19	23
CCc1nc2ccc(C(=O)NCCCN3CCN(c4ccccc4F)CC3)cc2nc1CC	-36	-3
O=c1[nH]c(Nc2ccc3c(c2)OCCO3)nnc1Cc1ccccc1	-14	15
CCOc1ccccc1-n1nnnc1SCC(=O)NC(=O)Nc1ccc2c(c1)OCCO2	-19	32
CCOc1cc(C(=O)NC)cc(Br)c1OC	-7	10
COCCn1c(SCC(=O)Nc2cc(C)on2)nc2c(c1=O)SCC2	-8	5
Cc1ccc(S(=O)(=O)C(C#N)c2nc3ccccc3nc2N2CCN(C)CC2)cc1C (centres undefined)	-9	-1
CCC(C)(C)NC(=O)C(c1ccc(OC)cc1)N(C(=O)CCC(=O)Nc1cc(C)on1)c1ccc(OC)cc1OC (centres undefined)	-24	16
CSc1ccc(C(=O)C2CCCN(C(=O)Cn3cnnn3)C2)cc1 (centres undefined)	-12	8
COC(=O)c1sccc1NC(=S)N1CCN(c2cccc(C)c2C)CC1	-17	-3
CCN(CC)C(=O)CSc1ccc(C(F)(F)F)cc1[N+](=O)[O-]	-5	34
CCOc1ccc(N/C(=C(/C(Cl)=C(Cl)Cl)[N+](=O)[O-])n2cncn2)cc1	-3	11
O=C(COC(=O)Cc1ccsc1)Nc1cccc(F)c1	-13	7
Cc1ccc(S(=O)(=O)N2CCN(c3cnn(C)c(=O)c3Cl)CC2)cc1	-7	11
CCN(CC)S(=O)(=O)c1cccc(NC(=O)CN2C(=O)c3ccc([N+](=O)[O-])cc3C2=O)c1	-28	43
O=C(CNC(=O)c1cccs1)NCCN1CCC(Cc2ccccc2)CC1	-9	28
O=C(C1CCCCC1)N1CCN(S(=O)(=O)c2cccc([N+](=O)[O-])c2)CC1	-3	13
CN(C)C(=O)C(Sc1ccc(S(=O)(=O)N2CCCC2)cn1)c1ccccc1 (centres undefined)	-4	9
O=C(Nc1ccccc1Oc1cccnc1)C1CCCN(Cc2cccc(Cl)c2)C1 (centres undefined)	-10	6
CC(C)(C)NC(=O)C(c1ccncc1)N(C(=O)Cn1nnc(-c2ccc(F)cc2)n1)c1cccc(F)c1 (centres undefined)	-22	15
CN(C(=O)c1ccc(NC(=O)C2CCN(C(=O)OC(C)(C)C)CC2)cc1)C1CCC1	8	6
CCOc1ccc(-c2nn3c(-c4ccccc4)nnc3s2)cc1	-1	64*
CN(C(=O)CC1C(=O)NCCN1Cc1ccc(F)cc1Cl)C1CCCCC1 (centres undefined)	-23	26
O=C(CN1CCOCC1)NNC(=S)Nc1ccc(Cl)cc1	-4	6
Cc1ccc(SCCC(=O)Nc2ccc(Br)c(C)c2)cc1	-19	36
CC(=O)c1ccc(OCCOc2ccc(Cl)c3cccnc23)cc1	-21	15
CC(C)(C)OC(=O)N[C@H](/C=C/c1ccccc1)C(=O)OC(C)(C)C	-5	10
O=C(CSc1nc2ccccc2s1)N/N=C/c1ccco1	9	9
Cc1ccc(-c2nc(-c3cccnc3)sc2CC(=O)O)cc1	9	22
CCOc1ccccc1NC(=O)Nc1cccc(C(C)=O)c1	-26	13
COc1ccc(C(=O)NNC(=O)c2cc3cc(OC)ccc3oc2=O)cc1	-11	31
O=C(CCCc1ccccc1)Nc1cccc2c1CCCC2	-18	17
Cc1cccc(Oc2ccc3c(c2)cc(C(=O)O)n3C)c1	4	53
O=C(CN(C(=O)Cn1nnc(-c2cccs2)n1)c1ccc2c(c1)OCCO2)NCc1ccccc1	-15	29
O=S(=O)(c1ccc(C2CCCCC2)cc1)N1CCOCC1	-14	19
O=C1Cc2cc(S(=O)(=O)N3CCN(c4ccccc4)CC3)ccc2N1	-3	3
COC(=O)CSc1ccc2nnc(-c3ccc(F)cc3)n2n1	-21	11
CCN1C(=O)c2cccc3c(NC(=O)c4ccc(OC)c(OC)c4)ccc1c23	-24	22
CCOc1ccccc1NC(=O)CSc1nnc(NC(=O)c2ccco2)s1	-20	10
Cc1ccc(C(NC(=O)N2CCN(C)CC2)C(Cl)Cl)cc1F (centres undefined)	-4	7
O=C1N=c2ccc(Br)cc2=C1c1sc(=S)n(NS(=O)(=O)c2ccccc2)c1O	-14	12
O=C(CCC1CCCCC1)NCc1ccccn1	-6	7
CC(C)Oc1ccc(S(=O)(=O)N2CCCCC2)cc1NC(=O)C1CCCC1	-11	-2
CN(C(=O)COC(=O)C1CCN(S(=O)(=O)c2ccc3c(c2)OCCO3)CC1)C1CCS(=O)(=O)C1 (centres undefined)	-6	6
COc1cccc(-c2cc(CC3(O)CCN(CCCc4ccccc4)CC3)on2)c1	-21	12
O=C1CC(Nc2ccc(N3CCOCC3)cc2)C(=O)N1c1cccc(C(F)(F)F)c1 (centres undefined)	-15	18
CC(C)[C@H](NC(=O)c1ccco1)C(=O)OCC(=O)N1CCc2ccccc21	-35	13
Cn1c(=O)[nH]c(=O)c2c1nc(N1CCOCC1)n2CCN1CCOCC1	-10	10
Cc1ccc2c(c1)N(CC(=O)NCCc1ccc(Cl)cc1)C(=O)c1cccnc1O2	-13	12
N/C(=N\OC(=O)c1ccc2c(c1)OCO2)c1cccc([N+](=O)[O-])c1	-11	21

Next part
Structure	OX1R antag-1	OX1R antag-2
N#CNC(=Nc1ccc(F)cc1)SCc1ccccc1	-6	8
CC(C(=O)NC(=O)NC1CCCCC1)N1CCN(C(c2ccccc2)c2ccccc2)CC1 (centres undefined)	-21	7
Cn1nc(C(=O)OCC(=O)Nc2sccc2C(N)=O)c2ccccc2c1=O	-7	35
Cc1cccc(NC(=O)c2ccc3c(c2)C(=O)N(c2ccccc2C)C3=O)n1	-19	20
O=C(CNC1CCCCCC1)Nc1ccc(S(=O)(=O)NC2CC2)cc1	8	7
C/C(=N\Nc1cc(-c2ccccc2)nc(-c2ccccc2)n1)c1ccc(O)c(C)c1	-15	20
Cc1ccccc1NC(=O)c1onc2c1CCCC2	-19	10
Cc1nnc(SCCn2c(N3CCC(C)CC3)nc3c2c(=O)[nH]c(=O)n3C)s1	-34	6
O=c1[nH]c(SCc2ccc(F)cc2Cl)nc2ccccc12	-14	9
CC(=O)N(CN1C(=O)C2CC=CCC2C1=O)c1cccc(Cl)c1 (centres undefined)	-1	5
c1ccc(-c2csc(-c3cccnc3)n2)cc1	-16	22
O=[N+]([O-])c1ccc(N/N=C/c2cn(-c3ccccc3)nc2-c2ccccc2)cc1	8	10
Cn1nc(Oc2ncc(C(F)(F)F)cc2Cl)cc1C(F)(F)F	1	16
CN1CCCCc2c1nc1c(c2N)CCCC1	-8	14
Cc1cc(C)cc(NC(=O)Oc2ccccc2N2CCCCC2)c1	-12	-3
CCOC(=O)C1CCN(C(=O)CC(NS(=O)(=O)c2ccc(OC)cc2)C(C)C)CC1 (centres undefined)	-20	15
Cc1cc(C)c[n+](C(C)C(=O)c2ccc(Cl)cc2)c1 (centres undefined)	7	2
COc1ccc(C(=O)CSc2nc(C(C)(C)C)nc3ccccc23)cc1	-47	-1
COc1cc(C2C3C(=O)N(c4ccccc4)C(=O)C3ON2c2ccccc2)ccc1O (centres undefined)	-12	1
COc1cc(NC(=O)c2cc([N+](=O)[O-])ccc2NC(=O)CNC2CCCCC2C)cc(OC)c1 (centres undefined)	-31	18
O=c1c(Sc2ccccc2)c(C(F)(F)F)[nH]n1-c1ccccc1	-3	22
CCOC(=O)C(/C(C)=N/NC(=O)C1CC1c1ccccc1)C(C)C (centres undefined)	-21	18
O=C(CC(=O)N/N=C/c1ccc(F)cc1)N/N=C/c1ccc(F)cc1	-14	9
COc1ccc(-c2nn(CCC#N)cc2C=C(C#N)C#N)cc1	0	8
Cc1cc(-c2nnc(SCC(=O)Nc3ccc(C)c(C)c3)n2N)n[nH]1	-2	6
Cc1ccc(Cn2nnc(C(=O)Nc3cccc(C)c3C)c2N)cc1	37*	3
CCC(=O)c1ccc(OCc2ccc(C(=O)OC)cc2)c(OC)c1	2	32
Cc1ccc(NS(=O)(=O)c2ccc(NC(=O)c3ccc(-c4ccccc4)cc3)cc2)c(C)c1	-8	9
COC(=O)c1ccc(CNC(=O)C2CCC(=O)N(CCCc3ccccc3)C2)cc1 (centres undefined)	-15	9
CN(C(=O)CCc1ccccc1F)C1CCCN(Cc2ccccc2F)C1 (centres undefined)	-21	-1
Cc1cnc(NC(=O)CN2C(=O)C3CC=CCC3C2=O)s1 (centres undefined)	-2	16
Cc1ccccc1NC(=O)NCCc1nc2ccccc2[nH]1	-16	13
Nc1nc(N)nc(-c2ccccc2O)n1	-7	30
O=C(O)C1C2C=CC(C2)C1C(=O)Nc1ccc(C(=O)N2CCCCC2)cc1 (centres undefined)	-12	8
CC(NC(=O)COc1ccc(Oc2ccccc2)cc1)C(=O)O (centres undefined)	11	8
COc1cccc(-c2cc(C(=O)Nc3cc(C)n(Cc4ccc(Cl)cc4)n3)no2)c1	-10	14
O=C(CSc1ncnc2ccccc12)NCCc1ccccc1	-20	3
Cc1nnc(SCc2ccc([N+](=O)[O-])cc2)o1	-10	20
O=[N+]([O-])c1cc(Br)cc(/C=N/n2cnnc2)c1O	-11	66
COc1cccc(C2=CC(c3ccccc3)n3nnnc3N2)c1 (centres undefined)	-17	12
CN(C)S(=O)(=O)c1ccc(C(=O)NCC(C)(C)CN=C2NS(=O)(=O)c3ccccc32)cc1	-14	15
COc1ccccc1N1CCN(C(=O)CSc2nc3ccccc3nc2N2CCCCC2)CC1	-53	6
Cc1cc(N/N=C/c2cccc(Br)c2)nc2ccccc12	-37	21
Cn1c(Sc2ccc(Br)cc2)c(C=O)c2ccccc21	-12	17
COc1ccc(-c2nc(CN3CCN(C(=O)c4ccco4)CC3)c(C)o2)c(F)c1	-22	29
COC(=O)C1=C(C)N(c2cc(C)cc(C)c2)/C(=C/c2ccco2)C1=O	-34	9
C1=CC(c2cc3ccccc3o2)OC(CCc2ccccc2)C1 (centres undefined)	-16	25
C=CCC[C@@H](Cc1ccc(F)cc1)C(=O)OC[C@@H](Cc1c[nH]c2ccccc12)NC(=O)[C@@H](CC=C)CC(=O)N(CCO)Cc1ccccc1	-8	4
CC(C)OC(=O)CSc1nnc2c3ccccc3n(C)c2n1	-25	31
O=C(CSc1nnc(-c2ccc(Br)cc2)o1)Nc1cccc(C(=O)O)c1	-9	7

More records follow.
Structure	OX1R antag-1	OX1R antag-2
CC(C)CC(C)NNC(=O)c1cc2ccccc2[nH]1 (centres undefined)	-6	0
COC(=O)c1c(C)n(-c2ccc(OC)cc2)c2ccc(O)cc12	-13	27
COc1ccc(CCNC(=O)CCC(=O)N2CCN(S(=O)(=O)c3ccc(Cl)cc3)CC2)cc1OC	-21	27
COC(=O)c1sccc1NC(=O)Cn1nnc(-c2ccc(C)cc2)n1	-17	-4
CCCn1c(=O)c2c(nc3n2CCCN3Cc2ccccc2)n(C)c1=O	-14	-4
CCCCCNCC(=O)Nc1cc(C(F)(F)F)ccc1OCCOC	-33	-1
C/C(CC(=O)Nc1ccccn1)=N\NC(=O)C(=O)Nc1cccc(C)c1	-3	25
N#Cc1ccc(N2CCN(C(=O)c3cccc(F)c3)CC2)c(F)c1	-7	11
Cc1ccc(N2CC(C(=O)Nc3c4c(nn3C(C)(C)C)CS(=O)(=O)C4)CC2=O)cc1C (centres undefined)	-8	38
Cc1ccc(COc2ccc(/C=N/O)cc2)cc1	-3	5
FC(F)(F)c1ccc(Cl)c(NC2=NCCCCC2)c1	-32	22
Cc1cc(-c2n[nH]c(=S)n2Cc2ccco2)nn1C	10	23
Fc1ccc2c(Cl)c(-c3nnc(-c4cccs4)o3)sc2c1	-10	9
Cc1ccc(OCC(O)Cn2c(N3CCCCC3)nc3c2c(=O)[nH]c(=O)n3C)cc1 (centres undefined)	-27	27
Cc1ccccc1C(=O)c1cccn1CC(=O)NCc1ccc(Cl)cc1	-35	27
CCOC(=O)Cc1nnc(Nc2cccc(C)c2)c2ccccc12	-27	12
CCOc1ccc(N2CC(C(=O)NCCC3=CCCCC3)CC2=O)cc1 (centres undefined)	-32	12
Cc1c(NC(=O)/C=C/C(=O)O)cccc1[N+](=O)[O-]	-6	9
CN(CC(=O)NCc1ccccc1)S(=O)(=O)c1ccc2c(c1)CCC(=O)N2	-10	9
C=CCn1c(Cc2c(C)[nH]c3ccccc23)nnc1SCC(=O)NCc1ccc(F)cc1	3	16
CC(=O)Nc1ccc(S(=O)(=O)NCC(=O)OCC(=O)Nc2sccc2C(N)=O)cc1	2	5
COC(=O)c1ccc2c(=O)n(CCCCCC(=O)NCCNC(C)=O)c(=O)[nH]c2c1	-9	4
N#Cc1ccc(-c2c(-c3ccccc3)ncc3cc(F)ccc23)cc1	-16	12
COc1ccc(/C=C(/C#N)S(=O)(=O)c2ccc(C)cc2)cc1	-27	13

4 of these compounds, reformatted.
CSc1ccc(C(=O)C2CCCN(C(=O)Cn3cnnn3)C2)cc1 (centres undefined)
- OX1R antag-1 = -12
- OX1R antag-2 = 8

COC(=O)c1sccc1NC(=S)N1CCN(c2cccc(C)c2C)CC1
- OX1R antag-1 = -17
- OX1R antag-2 = -3

CCN(CC)C(=O)CSc1ccc(C(F)(F)F)cc1[N+](=O)[O-]
- OX1R antag-1 = -5
- OX1R antag-2 = 34

CCOc1ccc(N/C(=C(/C(Cl)=C(Cl)Cl)[N+](=O)[O-])n2cncn2)cc1
- OX1R antag-1 = -3
- OX1R antag-2 = 11

Outcome played no part in choosing rows; overall some 2.1% were active at least once.
